MEX-5 binding = C. elegans MEX-5 TCR-2 RNA binding activity; MEX-5/FITC-TCR2 RNA binding, fluorescence polarization; hits give low values; activity score (negative = inhibition of binding), % at 10 µM; Q9XUB2; 300,000 tested, 0.38% active;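 active means inhibition past about -25% in most replicates, and total fluorescence under double the plate's negative control median, limit read from the data; inconclusive means replicates evenly split on the limit, or fluorescence at least double controls; inactive means too little inhibition in most replicates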;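 further: 0% = DMSO and -100% = 5 µM competing unlabeled TCR2 RNA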
GLD-1 TGE inh = GLD-1-TGE RNA interaction inhibition (C. elegans) | Q17339 | purified GLD-1 + fluorescein TGE RNA, fluorescence polarization | inhibition, % at 5.96 µM | 320,000 tested, 0.44% active | AID 2280;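 active means percent inhibition above a per-plate cutoff, the plate mean of test compounds plus 3 SD, cut at about 30% in these data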;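 further: 0% = DMSO wells with GLD-1 and probe and 100% = wells lacking GLD-1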
Bcl-xL primary = Bcl-xL (human) inhibition; Q07817; GST-Bcl-xL / FITC-Bim BH3 peptide fluorescence polarization; inhibition, % at 10.9 µM; 320,000 tested, 0.7% active;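 active means inhibition above the mean of all tested compounds plus 3 SD, cutoff set per campaign, cut at about 30% in these data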;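 further: 0% = DMSO wells and 100% = unlabeled Bim-BH3 peptide competitor; inhibitors lower millipolarization by displacing the labeled peptide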
Target sequence (Q07817 whole entry, looked up): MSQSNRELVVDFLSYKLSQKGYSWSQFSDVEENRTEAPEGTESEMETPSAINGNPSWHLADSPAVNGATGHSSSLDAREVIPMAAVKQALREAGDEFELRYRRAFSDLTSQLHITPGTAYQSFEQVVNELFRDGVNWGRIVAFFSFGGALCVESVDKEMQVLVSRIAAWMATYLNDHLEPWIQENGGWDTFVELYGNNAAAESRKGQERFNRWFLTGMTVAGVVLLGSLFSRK
Fam108B counter = counter-screen for RBBP9 inhibitors: inhibitors of mouse Fam108B. AID 1947. inhibition, % at 9.51 µM. recombinant Fam108B, FP-Rh probe fluorescence polarization. 300,000 tested, 0.33% active;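 active means inhibition above the screen mean inhibition plus 3 SD, computed separately per campaign, cut at about 18% in these data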;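 further: inhibitors lower polarization as less probe binds the enzyme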
MCL1 BIM primary = disrupts human MCL1 binding to BIM-BH3 peptide. Q07820. GST-MCL1 / FITC-Bim-BH3 fluorescence polarization. inhibition, % at 10.9 µM. 320,000 tested, 0.68% active;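 active means inhibition above the mean inhibition of all tested compounds plus 3 SD, set per campaign, cut at about 40% in these data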;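 further: 0% = DMSO wells and 100% = unlabeled Bim-BH3 peptide control; higher means more loss of mP so more displacement of Bim peptide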
VLA-4 inh = inhibition in a human VLA-4 binding assay | VLA-4 expressing cells, ligand binding flow cytometry | 330,000 tested, 0.2% active | inhibition, % (about 7 µM as worked out from the volumes in the protocol) | P13612; in the data active means inhibition above about 50%
GRK2 inh = inhibitors of human GRK2 displacing RNA aptamer | 330,000 tested, 0.59% active | P25098 | bead flow cytometry, FAM-aptamer displacement from GRK2 | inhibition of aptamer binding, % at 10 µM | AID 488847;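 active means inhibition of aptamer binding above 40%, roughly 3 SD of noise, on plates passing a quality check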;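 further: median bead fluorescence of bound FAM aptamer so fluorescent compounds give negative values; no value below 0 was filed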
Target sequence (P25098 whole entry, looked up): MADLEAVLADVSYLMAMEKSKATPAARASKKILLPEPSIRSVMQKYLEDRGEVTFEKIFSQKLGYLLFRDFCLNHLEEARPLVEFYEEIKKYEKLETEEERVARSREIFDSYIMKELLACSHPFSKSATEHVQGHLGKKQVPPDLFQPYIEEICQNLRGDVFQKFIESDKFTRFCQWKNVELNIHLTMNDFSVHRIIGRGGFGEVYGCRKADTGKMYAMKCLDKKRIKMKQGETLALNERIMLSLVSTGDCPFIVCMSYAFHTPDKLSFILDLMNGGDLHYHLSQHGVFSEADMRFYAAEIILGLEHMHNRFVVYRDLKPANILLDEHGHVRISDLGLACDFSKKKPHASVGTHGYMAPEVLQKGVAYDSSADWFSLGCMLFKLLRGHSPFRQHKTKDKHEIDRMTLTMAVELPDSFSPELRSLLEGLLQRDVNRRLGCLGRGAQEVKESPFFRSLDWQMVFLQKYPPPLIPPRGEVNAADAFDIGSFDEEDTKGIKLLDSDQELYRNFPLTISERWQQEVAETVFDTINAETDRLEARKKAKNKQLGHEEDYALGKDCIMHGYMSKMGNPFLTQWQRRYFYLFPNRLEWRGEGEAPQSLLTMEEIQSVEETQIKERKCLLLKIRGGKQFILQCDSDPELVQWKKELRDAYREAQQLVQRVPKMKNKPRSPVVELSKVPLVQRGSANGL
AGP1-GFP MLPCN = modulators of TOR pathway AGP1-GFP in S. cerevisiae; S. cerevisiae AGP1-GFP multiplex flow cytometry, 3 h; GFP as percent of DMSO wells; GFP response vs DMSO, % at 10 µM; 320,000 tested, 0.02% active;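 active means GFP response relative to DMSO above a set limit, near screen average plus 3 SD, cut at about 150% in these data; inconclusive means fewer than 70 cells counted for the yeast strain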;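 further: median GFP channel fluorescence of the gated AGP1 strain per well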
CIT2 TOR yeast = modulators of TOR pathway CIT2-GFP in S. cerevisiae; S. cerevisiae CIT2-GFP strain, flow cytometry, 3 h; 100 means same as DMSO wells; GFP response vs DMSO, % at 10 µM; 320,000 tested, 0.065% active;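 active means GFP response relative to DMSO above a set limit, near the screen mean plus 3 SD, cut at about 150% in these data; inconclusive means Fewer than 70 cells measured for a yeast strain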;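 further: ratio of well median GFP fluorescence to mean of DMSO wells on the plate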
* = called active by the depositor; i = inactive; u = inconclusive; x = no result given.

Start of the data: the first 2 compounds, ahead of the listing:
SMILES	MEX-5 binding	GLD-1 TGE inh	Bcl-xL primary	Fam108B counter	MCL1 BIM primary	VLA-4 inh	GRK2 inh	AGP1-GFP MLPCN	CIT2 TOR yeast
Cc1ccc([N+](=O)[O-])cc1NC(=O)c1c(-c2ccccc2)noc1C	0.0	2	2	-1	-3	17	0	101	100
CC(C(=O)Nc1ccccc1-c1ccccc1)N1CCN(S(=O)(=O)c2ccccc2)CC1 (stereo unspecified)	1.3	2	7	-6	8	6	1	100	100

The listing (from the top)
SMILES	MEX-5 binding	GLD-1 TGE inh	Bcl-xL primary	Fam108B counter	MCL1 BIM primary	VLA-4 inh	GRK2 inh	AGP1-GFP MLPCN	CIT2 TOR yeast
Cc1ccc([N+](=O)[O-])cc1NC(=O)c1c(-c2ccccc2)noc1C	0.0	2	2	-1	-3	17	0	101	100
CC(C(=O)Nc1ccccc1-c1ccccc1)N1CCN(S(=O)(=O)c2ccccc2)CC1 (stereo unspecified)	1.3	2	7	-6	8	6	1	100	100
CCOc1ccc(S(=O)(=O)Nc2ccc(F)cc2)c(C)c1C	0.3	3	5	-1	-3	15	0	103	97
CCCC(=O)Nc1ccc(C(=O)COC(=O)C2CC2C)cc1 (stereo unspecified)	x	8	-3	x	-5	9	0	81	93
O=C(NCc1ccccn1)C(=O)NCC1OCCN1S(=O)(=O)c1ccc(Br)cc1 (stereo unspecified)	-0.3	12	10	5	13	6	0	99	100
CC(=O)C1=NN(c2ccccc2)C(c2ccc3c(c2)OCO3)N1c1ccc(N2CCOCC2)cc1 (stereo unspecified)	3.2	1	-4	1	4	x	4	104	94
Cc1ccc(CNC(=O)C2CCCC2)cc1	1.4	5	6	2	5	3	2	88	84
CSC1=NCCN1C(=O)C(C)(C)Oc1ccc(Cl)cc1	1.0	5	2	1	-5	9	0	99	99
CC(=O)c1c(N2CCN(c3ccc(F)cc3)CC2)nc(=S)n(Cc2ccccc2)c1C	3.5	7	-1	-1	6	12	3	96	98
Cc1cccc(OCc2nnc(SCC(=O)NCC3CCCO3)n2C)c1 (stereo unspecified)	-1.4	1	0	0	3	2	0	100	100
CCCCc1ccc(CC(=O)O)cc1	0.4	-2	6	2	11	-5	1	91	93
CC1CCCCN1CCCNC(=O)Cn1c(=O)c2cccn2c2ccccc21 (stereo unspecified)	1.8	-6	4	-1	13	4	4	99	102
COc1ccc(-c2nnc(N3CCCCC3)c3ccccc23)cc1	-0.1	7	1	-3	-5	-106	1	92	90
Cc1onc(-c2ccccc2)c1C(=O)NC(C)C	0.3	-4	2	-1	1	41	0	103	103
O=C(CNC(=O)C1COc2ccccc2O1)N/N=C\c1ccc(Cl)cc1 (stereo unspecified)	-0.9	2	2	-2	6	-4	5	98	89

Pulled by structure from the list above (four):
SMILES	MEX-5 binding	GLD-1 TGE inh	Bcl-xL primary	Fam108B counter	MCL1 BIM primary	VLA-4 inh	GRK2 inh	AGP1-GFP MLPCN	CIT2 TOR yeast
COc1ccc(-c2nnc(N3CCCCC3)c3ccccc23)cc1	-0.1	7	1	-3	-5	-106	1	92	90
CC1CCCCN1CCCNC(=O)Cn1c(=O)c2cccn2c2ccccc21 (stereo unspecified)	1.8	-6	4	-1	13	4	4	99	102
O=C(NCc1ccccn1)C(=O)NCC1OCCN1S(=O)(=O)c1ccc(Br)cc1 (stereo unspecified)	-0.3	12	10	5	13	6	0	99	100
CCOc1ccc(S(=O)(=O)Nc2ccc(F)cc2)c(C)c1C	0.3	3	5	-1	-3	15	0	103	97

Continued:
SMILES	MEX-5 binding	GLD-1 TGE inh	Bcl-xL primary	Fam108B counter	MCL1 BIM primary	VLA-4 inh	GRK2 inh	AGP1-GFP MLPCN	CIT2 TOR yeast
O=C(Nc1ccc(Cl)c(S(=O)(=O)N2CCCCC2)c1)c1cccnc1	x	1	6	x	4	-11	0	105	98
COc1ccc(OC)c(S(=O)(=O)N2CCCCC2C(=O)O)c1 (stereo unspecified)	0.7	5	4	-2	0	0	0	105	106
C/C(=N/NC(=O)c1ccc(C(C)(C)C)cc1)c1cccnc1	1.9	0	-1	-1	-7	3	0	102	94
COc1ccc(-c2cc(N)n(S(=O)(=O)Cc3ccccc3)n2)c(OC)c1	1.2	-1	-2	-2	-4	4	1	97	90
COC(=O)c1cc(C(=O)NNC(=O)c2ccc3c(c2)OCO3)cc([N+](=O)[O-])c1	x	1	-3	x	-1	11	5	110	97
c1ccc(COc2ccc(-c3csnn3)cc2)cc1	0.9	2	-10	0	-8	11	1	92	97
O=C(NCC(c1ccco1)N1CCCC1)c1ccc(Cl)cc1 (stereo unspecified)	-2.3	2	3	0	-8	0	0	98	95
CCOc1ccc(OCC(=O)Nc2cc3c(cc2C(=O)O)OCCCO3)cc1	0.2	2	2	-3	4	-3	0	86	104
O=C(NNS(=O)(=O)c1ccc(Br)cc1)c1cccs1	0.8	4	2	-10	2	12	0	100	88
Cc1ccccc1COC(=O)c1cc([N+](=O)[O-])ccc1N1CCOCC1	-2.1	3	3	-2	2	10	0	99	102
CCOc1ccc(N(CC(=O)Nc2cc(Cl)ccc2C)S(C)(=O)=O)cc1	2.1	8	2	-2	-5	14	1	99	103
COc1ccc(-n2cnc3scc(-c4ccccc4)c3c2=O)cc1	0.1	1	5	-3	0	30	0	96	78
O=C(NCc1cccs1)Nc1cc(Cl)ccc1Cl	2.4	-2	7	-3	4	7	2	95	101
CC(C)c1nnc(NC(=O)CSc2nc3ccccc3s2)s1	-0.7	6	3	-1	-7	9	1	101	93
O=C(NCCc1ccccn1)c1ccc(OC2CCN(CCc3ccccc3)CC2)cc1	0.8	x	x	x	x	1	0	92	100
Cc1ccc(N(Cc2cc(=O)[nH]c3ccccc23)C(=O)c2ccco2)cc1	0.9	2	3	1	3	5	4	102	97
CCN(CC)C(=O)c1sc(NC(=O)c2cccc([N+](=O)[O-])c2)c(C#N)c1C	x	7	2	-3	7	8	0	102	102
CSCC(=O)N1CCC(CCC(=O)NC2CC2)CC1	0.3	2	0	3	-3	4	1	111	110
O=C(CSc1ncnc2sccc12)Nc1ccccc1F	-2.6	-1	5	-1	11	-14	0	104	107
CCOc1ccc(NC(=S)NC(=O)c2cncc(Br)c2)cc1	-1.0	3	7	-1	7	-5	1	99	96
COn1cnnc1-c1ccccc1	-0.4	5	-9	-3	-15	-7	1	107	110
O=C(c1ccccc1)c1nn(-c2ccccc2)c(=O)cc1C(F)(F)F	1.7	-2	8	-2	-3	11	0	92	93
COc1ccc(C(=O)NCc2nc(C)c(C)s2)cc1OC1CCN(C(C)C)CC1	0.6	0	9	-1	11	-4	0	104	100
CCOC(=O)c1c(C)nc2ncccn12	2.4	-5	2	-1	1	10	0	103	107
CC(C)OCCCNC(=O)c1ccc(NC(=O)C2=CSCCO2)cc1	1.0	-5	5	4	2	8	1	110	121
Cc1ccc(NC(=O)c2nnn(CC(=O)Nc3ccccc3)c2N)cc1C	-2.5	1	2	0	7	-31	0	x	99
CN1C(=O)C(Cc2cnc[nH]2)NC1=S (stereo unspecified)	4.5	-1	5	3	4	11	0	86	92
Nc1nc(CSc2nc3ccccc3[nH]2)cs1	2.8	0	-4	-1	-2	6	3	91	87
Cc1c(C(=O)N2CCN(C(=O)c3ccccc3)CC2)oc2ccc(F)cc12	x	-1	-8	x	-4	17	1	101	113
CCOc1ccc(NC(=O)c2cc(C)nc3ccccc23)cc1	0.7	-130	9	1	10	21	1	98	100

Given with two lines to a compound: part of the list above
Results follow in this order: MEX-5 binding, GLD-1 TGE inh, Bcl-xL primary, Fam108B counter, MCL1 BIM primary, VLA-4 inh, GRK2 inh, AGP1-GFP MLPCN, CIT2 TOR yeast
> COc1ccc(-c2cc(N)n(S(=O)(=O)Cc3ccccc3)n2)c(OC)c1
 : 1.2, -1, -2, -2, -4, 4, 1, 97, 90
> COC(=O)c1cc(C(=O)NNC(=O)c2ccc3c(c2)OCO3)cc([N+](=O)[O-])c1
 : x, 1, -3, x, -1, 11, 5, 110, 97
> c1ccc(COc2ccc(-c3csnn3)cc2)cc1
 : 0.9, 2, -10, 0, -8, 11, 1, 92, 97
> O=C(NCC(c1ccco1)N1CCCC1)c1ccc(Cl)cc1 (stereo unspecified)
 : -2.3, 2, 3, 0, -8, 0, 0, 98, 95
> CCOc1ccc(OCC(=O)Nc2cc3c(cc2C(=O)O)OCCCO3)cc1
 : 0.2, 2, 2, -3, 4, -3, 0, 86, 104
> O=C(NNS(=O)(=O)c1ccc(Br)cc1)c1cccs1
 : 0.8, 4, 2, -10, 2, 12, 0, 100, 88
> Cc1ccccc1COC(=O)c1cc([N+](=O)[O-])ccc1N1CCOCC1
 : -2.1, 3, 3, -2, 2, 10, 0, 99, 102

Further structures
SMILES	MEX-5 binding	GLD-1 TGE inh	Bcl-xL primary	Fam108B counter	MCL1 BIM primary	VLA-4 inh	GRK2 inh	AGP1-GFP MLPCN	CIT2 TOR yeast
Cc1sc(NC(=O)c2ccco2)c(CN2CCN(c3ccccc3)CC2)c1C	0.8	6	3	4	6	-1	5	96	x
CCn1cc(Cl)c(C(=O)N2N=C3/C(=C/c4cccs4)CCCC3C2c2cccs2)n1 (stereo unspecified)	5.3	-2	5	-5	10	-2	1	98	100
O=C1C2C3C=CC(C3=C3CCCCC3)C2C(=O)N1c1ccccc1 (stereo unspecified)	1.2	-2	6	0	8	-7	0	87	82
NC(=O)CN1CCN(CCN2C(=O)c3cccc4cccc(c34)C2=O)CC1	0.6	13	12	0	12	0	0	100	105
CC1CCCN(S(=O)(=O)c2ccc3oc(=O)ccc3c2)C1 (stereo unspecified)	-2.2	9	-3	2	-3	-7	1	96	x
CCN(CC)C1CC(=O)N(c2cccc(Cl)c2)C1=O (stereo unspecified)	3.0	6	11	-3	10	3	0	99	113
O=C(C(Cc1ccccc1)n1cccc1)N1CCN(Cc2ccccc2)CC1 (stereo unspecified)	3.0	-2	4	-4	1	i	0	102	110
Cc1cc(C)cc(-c2nnc(SCC(=O)N3CCN(C(=O)c4ccco4)CC3)o2)c1	1.5	0	2	6	6	12	2	98	102
O=C1/C(=C/c2ccco2)Oc2c1ccc(O)c2CN1CCCCC1	u	34*	79*	2	128*	8	17	113	112
Cc1cccc(C(=O)O)c1[N+](=O)[O-]	x	3	3	x	-7	8	1	109	90
NC(=S)NC(=O)/C=C/c1ccccc1	0.6	8	9	2	20	-10	2	97	100
COC(=O)CC1=NN(c2ccc(OC)cc2)C(=O)C1	1.9	0	-4	-8	-12	-6	0	91	89
Cn1cc(S(=O)(=O)CC(=O)N2CCCc3ccccc32)c2ccccc21	1.3	-7	1	3	-1	8	0	97	93
C=CCOc1ccc(C2NC(=O)NC(C)=C2C(=O)OC)cc1 (stereo unspecified)	-0.6	8	-3	-4	-1	5	3	103	x
C=CCN(c1ccccc1OC)S(=O)(=O)c1cccc(C(=O)OC2CCOC2=O)c1 (stereo unspecified)	x	1	x	x	x	14	6	100	105
O=C(Nc1ccc(F)cc1)C1CC(=O)n2ncnc2N1 (stereo unspecified)	0.3	-3	1	-3	1	-5	1	104	103
O=C(c1cccc(S(=O)(=O)Nc2ccccc2Cl)c1)N1CCCCCC1	1.4	1	4	5	-1	0	0	106	108

High-throughput results (PubChem BioAssay)
